Compound activity as filed in PubChem BioAssay.
Growth percent in the NCI-60 one-dose screen (48 h, 10 µM unless noted): 100 = growth as untreated, 0 = no growth, -100 = all killed.
CAKI-1: CAKI-1 renal cancer; AID 1794772; 4.7% of 75,000 active
SF-539: SF-539 CNS cancer | 6.8% of 81,000 active
A498: A498 renal cancer cells | 5.4% of 76,000 active | AID 1794774
ACHN: ACHN renal cancer; 4.9% of 81,000 active
RXF 393: RXF 393 renal cancer cells | 6.9% of 77,000 active | AID 1794773
SNB-19: SNB-19 CNS cancer cells. 2.5% of 81,000 active. AID 1794751
SF-268: SF-268 CNS cancer cells. 3.1% of 82,000 active
SNB-75: SNB-75 CNS cancer | 5% of 79,000 active
The depositor's hits bear a star; / = not tested or not shown; & = joins results of further samples. The calls were made as follows: active = growth percent below 10; inactive = the rest.

No.	mol	CAKI-1	SF-539	A498	ACHN	RXF 393	SNB-19	SF-268	SNB-75
1	O=C1/C(=C/c2cccc(F)c2)Sc2ccc(F)cc21	79	102	128	101	103	96	101	82
2	CC(=O)Nc1ccc2c(c1)Cc1c(F)c(F)c(F)c(F)c1-2	87	88	69	88	/	90	92	44
3	CCCCOc1c(Cl)cc(Cl)cc1-c1ccccc1	106	107	102	111	103	99	97	97
4	O=C(OCC1OC(n2cnc3c(Cl)ncnc32)C(OC(=O)c2ccccc2)C1OC(=O)c1ccccc1)c1ccccc1 (centres undefined)	84	104	/	74	114	109	91	101
5	CCOc1nc(-c2ccccc2)cc2c(O)c(C(=O)NCCCO)[nH]c(=O)c12	88	94	93	92	63	97	103	89
6	COCCOCCOC(c1cc2c(cc1Br)OCO2)C(C)Br (centres undefined)	/	100	111	110	113	106	108	128
7	Oc1ccccc1CC=NC1CCCCC1	96	108	108	101	116	97	93	98
8	O=C(/C=C(O)/C=C/c1ccc(OCc2ccccc2)c(OCc2ccccc2)c1)/C=C/c1ccc(OCc2ccccc2)c(OCc2ccccc2)c1	93	88	81	98	106	101	104	90

Another view of part of the listing above:
4: O=C(OCC1OC(n2cnc3c(Cl)ncnc32)C(OC(=O)c2ccccc2)C1OC(=O)c1ccccc1)c1ccccc1 (centres undefined)
  CAKI-1: 84
  SF-539: 104
  A498: /
  ACHN: 74
  RXF 393: 114
  SNB-19: 109
  SF-268: 91
  SNB-75: 101

5: CCOc1nc(-c2ccccc2)cc2c(O)c(C(=O)NCCCO)[nH]c(=O)c12
  CAKI-1: 88
  SF-539: 94
  A498: 93
  ACHN: 92
  RXF 393: 63
  SNB-19: 97
  SF-268: 103
  SNB-75: 89

6: COCCOCCOC(c1cc2c(cc1Br)OCO2)C(C)Br (centres undefined)
  CAKI-1: /
  SF-539: 100
  A498: 111
  ACHN: 110
  RXF 393: 113
  SNB-19: 106
  SF-268: 108
  SNB-75: 128

The results go on:
No.	mol	CAKI-1	SF-539	A498	ACHN	RXF 393	SNB-19	SF-268	SNB-75
9	COc1ccc(/C=C/C(=O)c2ccc(NC(=O)c3cc4cc5ccccc5nc4s3)cc2)cc1OC	98	100	83	102	111	99	99	/
10	CCOC(=O)C1[C@@H]2C(=O)N(c3ccc(Cl)cc3)C(=O)[C@@H]2[C@H](c2cn(-c3ccccc3)nc2-c2ccccc2)N1Cc1ccccc1 (some centres undefined)	100	/	90	88	83	90	89	70
11	CC(C)Nc1ccc(Nc2ccc(NC(C)C)cc2)cc1	94	/	84	70	78	29	64	80
12	CC[N+](CC)=c1cc2oc3cc(N(C)C)ccc3nc-2cc1C	47	22	99	73	82	32	2.9*	/
13	N#Cc1c(-c2ccc(Cl)cc2)c(C#N)c2c(C#N)c(N)nn2c1N	72	78	78	88	80	88	84	75
14	COc1cc(NCCCCCCCNC(C)C)c2nccc(C)c2c1	46&88	73&91	49&81	67&92	107&81	74&91	82&93	61&74
15	CCCCCCCC1CCC(=O)O1 (centres undefined)	77	99	107	96	102	100	112	87
16	COc1ccc(Nc2n[nH]c(N)c2C(=O)Nc2ccc(C)cc2)c(OC)c1	84	97	63	97	71	86	90	/

(list continues)
No.	mol	CAKI-1	SF-539	A498	ACHN	RXF 393	SNB-19	SF-268	SNB-75
17	CCOC(=O)C1=C(N)N(c2ccc(Cl)cc2)C2=C(C(=O)CC(C)(C)C2)C1c1ccccc1OC (centres undefined)	78	69	133	62	/	72	73	82
18	O=C(c1ccccc1)c1c(/C=C/c2ccc(F)cc2)c2ccccc2[nH]c1=O	90	100	96	116	100	97	98	/
19	COC(=O)c1ccc2c(c1)[n+](=O)c(C(C)=O)c(C(F)(F)F)n2[O-]	-78*	-46*	6.8*	-99*	-20*	-6.4*	-25*	-21*
20	Cc1ccc(C(=O)Nc2ccc(Oc3cc4cnn(C)c4cc3-c3cn[nH]c3)c(F)c2)c(=O)n1-c1ccc(F)cc1	28	24	25	38	35	77	49	46
21	O=C(Nc1cnc2ccccc2c1)c1cc(C(=O)c2ccc(Br)cc2)n2ccccc12	83	46	96	73	81	93	97	87
22	CC1(C)CC(=O)C2=C(C1)N(c1ccc(F)cc1F)C(N)=C(C#N)C2c1cc(Br)ccc1F (centres undefined)	92	88	/	95	103	86	103	67
23	CCC(CC)CC1CCCCC1=O (centres undefined)	101	109	91	106	111	/	101	95
24	C#C[C@]1(O)CC[C@H]2[C@@H]3CC=C4c5nc(N)sc5CC[C@]4(C)[C@H]3CC[C@@]21C	55	-32*	36	80	-22*	72	63	-5.4*

4 structures already listed, arranged by number of heavy atoms, largest number first.
No.	mol	CAKI-1	SF-539	A498	ACHN	RXF 393	SNB-19	SF-268	SNB-75
20	Cc1ccc(C(=O)Nc2ccc(Oc3cc4cnn(C)c4cc3-c3cn[nH]c3)c(F)c2)c(=O)n1-c1ccc(F)cc1	28	24	25	38	35	77	49	46
17	CCOC(=O)C1=C(N)N(c2ccc(Cl)cc2)C2=C(C(=O)CC(C)(C)C2)C1c1ccccc1OC (centres undefined)	78	69	133	62	/	72	73	82
18	O=C(c1ccccc1)c1c(/C=C/c2ccc(F)cc2)c2ccccc2[nH]c1=O	90	100	96	116	100	97	98	/
24	C#C[C@]1(O)CC[C@H]2[C@@H]3CC=C4c5nc(N)sc5CC[C@]4(C)[C@H]3CC[C@@]21C	55	-32*	36	80	-22*	72	63	-5.4*

(continued)
Short forms: A = CAKI-1; B = SF-539; C = A498; D = ACHN; E = RXF 393; F = SNB-19; G = SF-268; H = SNB-75
#25 O=C(/C=C/c1c(C(F)(F)F)nc2sccn12)c1cccs1
  A = 49; B = 87; C = 77; D = 87; E = 74; F = 88; G = 85; H = 77

#26 Nc1nc(Cl)nc2c1ncn2C1O[C@H](CO)[C@@H](O)[C@@H]1F (some centres undefined)
  A = -26*; B = 38; C = 16; D = 3.3*; E = 42; F = 19; G = 9.0*; H = 37

#27 Cc1ccc(-c2c(O)c3cc(C)c(C)cc3c3oc(=O)sc23)cc1
  A = 64; B = 88; C = 30; D = 85; E = 81; F = 95; G = 99; H = 74

#28 O=C1/C(=C/C2=Cc3ccccc3OC2)SC(=S)N1c1ccccc1F
  A = 99; B = 98; C = 122; D = 107; E = 109; F = 98; G = 122; H = /

#29 CCCN(CCC)c1ccc(/C=C/c2ccc3cc(OCC)ccc3n2)cc1
  A = 85; B = 91; C = 65; D = 92; E = 82; F = 90; G = 91; H = 99

#30 O=C(O)c1ccc(-n2cc(CNc3cc(Cl)cc(C(F)(F)F)c3)c(-c3ccc(F)cc3)n2)cc1
  A = 97; B = 101; C = 95; D = 99; E = 117; F = 97; G = 101; H = 82

#31 COc1ccc(-c2nc3c(c(-c4ccccc4)nn3-c3ccccc3)c(-c3ccc(N4CCN(C)CC4)cc3)c2C#N)cc1
  A = 90; B = 96; C = 100; D = 95; E = 76; F = 95; G = 105; H = 106

#32 O=c1ccc(=O)n(CCc2ccccn2)[nH]1
  A = 83; B = 95; C = 98; D = 108; E = 95; F = 102; G = 99; H = 77

#33 C=C(NC(=O)C(=C)NC(=O)c1csc(C2=NC3c4csc(n4)C4NC(=O)c5csc(n5)C(C(C)(O)C(C)O)NC(=O)C5CSC(=N5)/C(=C/C)NC(=O)C(C(C)O)NC(=O)c5csc(n5)C3(CC2)NC(=O)C(C)NC(=O)C(=C)NC(=O)C(=C)NC(=O)C(C(C)C)NC2C=Cc3c(C(C)O)cc(nc3C2O)C(=O)OC4C)n1)C(N)=O (centres undefined)
  A = 16; B = -23*; C = -30*; D = -27*; E = 17; F = 17; G = 22; H = -11*

#34 CC1(C)OB(c2ccccc2NC(=O)Nc2ccc(F)cc2)OC1(C)C
  A = 91; B = 81; C = 96; D = 99; E = 102; F = 98; G = 107; H = 78

#35 c1ccc(-c2nc3ccccc3[nH]2)c(OCCCCCOc2ccccc2-c2nc3ccccc3[nH]2)c1
  A = 104; B = 8.0*; C = 72; D = 89; E = 81; F = 92; G = 55; H = 90

#36 O=C1/C(=C/c2ccc(OCc3ccccc3F)cc2)Oc2cc(O)ccc21
  A = 54; B = 85; C = 111; D = 52; E = 105; F = 52; G = 66; H = 82

#37 O=C(NC1CCCCC1)Oc1ccccc1-c1ccccc1
  A = 81; B = 100; C = 109; D = 90; E = 92; F = 97; G = 114; H = 81

#38 Nc1ncnc2nc(/N=N/SCCC(=O)O)[nH]c12
  A = 93; B = 99; C = 107; D = 103; E = 125; F = 97; G = 105; H = 99
